Tn6 DDE FP: disrupts Tn6 cyclic peptide binding to fibrin D-Dimer-E complex | inhibition, % at 8.3 µM | Fibrin DD(E) TRITC-Tn6 fluorescence polarization displacement | actives 0.21% (n = 370,000) | P02675 | AID 720509;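 active means inhibition above a per-campaign cutoff: mean of compounds within control limits plus 3 SD, cut at about 15% in these data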;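 further: 0% = median of all compound wells on the plate and 100% = blocking peptide control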
PLC-beta3 inh: PLC-beta3 (human) inhibition, primary screen. Q01970. Purified PLC-beta3, fluorogenic substrate, fluorescence. inhibition, % at 12.2 µM. actives 0.18% (n = 370,000). AID 720704; in the data active means inhibition above about 11%;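 further: 0% = median of compound wells on plate and 100% = full blocker control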
PLCg1 inh: blocks human PLC-gamma1 enzyme activity. purified PLC-gamma1, fluorogenic substrate, fluorescence. inhibition, % at 12.2 µM. AID 720700. actives 0.84% (n = 370,000); in the data active means inhibition above about 9.5%
proKLK7 act: activators of human kallikrein-7 zymogen. AID 652039. actives 0.9% (n = 370,000). P49862. purified proKLK7, EDANS-DABCYL substrate fluorescence; 100% is mature enzyme control, 0% vehicle. activation, % at 7 µM;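 active means activation above the mean of all tested compounds plus 3 SD, computed per campaign excluding outliers beyond control limits, cut at about 13% in these data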
Target sequence (P49862 whole entry, looked up): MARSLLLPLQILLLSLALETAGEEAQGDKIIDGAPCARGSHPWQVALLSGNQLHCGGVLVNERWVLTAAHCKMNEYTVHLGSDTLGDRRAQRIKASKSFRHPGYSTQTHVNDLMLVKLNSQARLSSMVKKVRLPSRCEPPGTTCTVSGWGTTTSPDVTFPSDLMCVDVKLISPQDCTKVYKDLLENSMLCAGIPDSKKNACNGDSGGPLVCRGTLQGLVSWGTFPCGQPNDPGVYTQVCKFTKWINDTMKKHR
ASAP1 GAP inh: inhibitors of human ASAP1 ArfGAP activity; ASAP1-stimulated ARF1 GTP hydrolysis, GDP FP detection; inhibition, % at 16.5 µM; actives 0.19% (n = 360,000); in the data active means inhibition above about 25%;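 further: 0% = vehicle with enzyme and substrate and 100% = no enzyme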
Rev-erbA mod: modulates human Rev-erb alpha binding to DNA; P20393; Rev-erbα–FITC-DNA binding, fluorescence polarization, 90 min; activity, % at 10 µM; actives 0.79% (n = 370,000); AID 1259318;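 active means activity above about 14%, limit read from the data; passing the limit was not always enough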;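 further: 0% = DMSO wells with 35 nM protein and 100% = DMSO wells with 750 nM protein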
UHRF1 MBD2 ctr: blocks human UHRF1 binding to methylated DNA. Q96T88. UHRF1 binding to methylated oligo, TR-FRET. inhibition, % at 4.4 µM. actives 0.75% (n = 370,000). AID 687016; in the data active means inhibition above about 21%;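 further: UHRF1 SRA domain binding a hemimethylated CpG hairpin DNA probe; 0% = median of test compound wells and 100% = reference inhibitor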
Target sequence (Q96T88 whole entry, looked up, the tested form may be a part): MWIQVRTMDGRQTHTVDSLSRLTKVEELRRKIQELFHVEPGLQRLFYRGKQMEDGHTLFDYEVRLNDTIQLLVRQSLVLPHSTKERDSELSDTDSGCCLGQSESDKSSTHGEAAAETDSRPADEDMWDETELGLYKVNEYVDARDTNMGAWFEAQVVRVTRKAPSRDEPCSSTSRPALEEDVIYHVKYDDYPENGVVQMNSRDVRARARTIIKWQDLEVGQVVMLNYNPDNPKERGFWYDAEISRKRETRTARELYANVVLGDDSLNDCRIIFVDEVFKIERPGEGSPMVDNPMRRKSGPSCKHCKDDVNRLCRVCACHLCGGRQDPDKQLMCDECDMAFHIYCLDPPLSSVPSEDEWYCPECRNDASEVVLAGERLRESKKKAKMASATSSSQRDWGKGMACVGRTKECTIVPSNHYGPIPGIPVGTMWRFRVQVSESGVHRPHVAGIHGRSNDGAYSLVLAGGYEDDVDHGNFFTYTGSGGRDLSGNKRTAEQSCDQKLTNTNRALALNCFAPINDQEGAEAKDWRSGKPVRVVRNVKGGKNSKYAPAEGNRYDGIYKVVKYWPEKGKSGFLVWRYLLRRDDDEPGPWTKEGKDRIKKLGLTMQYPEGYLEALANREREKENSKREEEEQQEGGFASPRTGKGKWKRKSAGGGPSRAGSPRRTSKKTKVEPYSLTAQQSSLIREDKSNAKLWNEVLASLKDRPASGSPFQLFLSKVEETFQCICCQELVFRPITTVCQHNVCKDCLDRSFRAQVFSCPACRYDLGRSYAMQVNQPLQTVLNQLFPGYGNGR
DDE Tn7 FP inh: DD(E)-Tn7 binding inhibition, primary FP screen | inhibition, % at 8.3 µM | AID 720508 | actives 0.13% (n = 370,000) | FP displacement of FITC-Tn7 peptide from fibrin DD(E); 0% = median of compound wells per plate | P02675;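 active means inhibition above the mean of compounds falling within the control limits plus 3 SD of them, cut at about 14% in these data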;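 further: 0% = plate median of compound wells and 100% = 10 µM Aha-Tn7 peptide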
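Test system: human clot-derived fibrin DD(E) complex / Quantity: 2 µM final DD(E) protein / Incubation: 10 min plus 3 h, room temperature / Measured by: fluorescence polarization / Benchmarks: high control of 10 µM Aha-Tn7 peptide / Replicates: singlicate testing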
ARFGAP1 inhibitor: inhibitors of rat ARFGAP1. Q62848. Arfgap1-stimulated ARF1 GTP hydrolysis, GDP FP detection. inhibition, % at 16.5 µM. actives 0.26% (n = 360,000). AID 651572;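 active means inhibition above a per-plate limit, mean inhibition of low control wells plus 3 SD, cut at about 25% in these data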;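 further: 0% = DMSO wells with enzyme and 100% = wells lacking Arfgap1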
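Material: rat Arfgap1 GAP domain (His6, aa 1-136), purified enzyme. Also added: human ARF1(Δ1-17)-GTP substrate. Compound dosing: 16.5 µM single point, 1.26% DMSO. Timing: enzyme reaction 120 min at 25 °C after 20 min preincubation. Signal: GDP detection by fluorescence polarization. Read-out basis: percent inhibition of GAP-stimulated GDP formation, scaled between DMSO and no-Arfgap1 medians.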
sPLA2-III inh: Blocks human group III sPLA2 activity | actives 0.56% (n = 370,000) | QFRET BODIPY PC-A2 liposome hydrolysis, fluorescence | Q9NZ20 | inhibition, % at 12.2 µM;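 active means inhibition above mean plus 3 SD of compounds lying within the high and low control bounds, cut at about 19% in these data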;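 further: 0% = median of test compound wells and 100% = no enzyme DMSO wells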
* marks the source's active call; other numbers are inactive results; x = not tested or not shown; & = joins results of further samples. Compounds as they come; about 4.5% have a hit in one of these screens.

SMILES	Tn6 DDE FP	PLC-beta3 inh	PLCg1 inh	proKLK7 act	ASAP1 GAP inh	Rev-erbA mod	UHRF1 MBD2 ctr	DDE Tn7 FP inh	ARFGAP1 inhibitor	sPLA2-III inh
CCN(CC(=O)Nc1ccccc1C(F)(F)F)C(=O)CCc1ccccc1	4	-4	1	0.0	3	-4	0	-1	10	-4
Cc1ccc(NS(=O)(=O)c2cc(C(N)=O)ccc2C)cc1	5	6	3	0.1	-3	3	-4	0	1	0
CC(NC(=O)c1ccc2c(c1)C(=O)N(Cc1cccnc1)C2=O)c1ccccc1 (configuration not stated)	-5	-8	2	0.0	5	1	3	-2	9	7
Cc1cccc(Nc2ccccc2C(=O)O)c1C	5	-9	-2	0.3	-10	7&-5	3	6	8	-3
COc1ccc2nc(NC(=O)CCc3nc(-c4ccccc4F)no3)sc2c1	-8	1	-5	0.8	-4	-22	4	3	0	10
O=C(NCCc1ccncc1)c1ccccc1F	-5	0	1	-0.6	-19	0	-3	-3	-3	4
O=C(OCc1ccc(F)cc1)c1ccc2ccccc2n1	-5	0	0	-0.5	3	-4	1	-2	3	-2
CC(C)c1ccc(S(=O)(=O)NCc2ccc3c(c2)OCO3)cc1	10	-6	-2	0.4	-4	-2	-3	6	5	-12
CN(Cc1ccccc1)S(=O)(=O)c1cccc(C(=O)OCc2ccccc2Cl)c1	2	1	3	-0.6	x	9	-1	3	x	-11
Cc1nc2ccc(NC(=O)[C@@H](NC(=O)c3c(F)cccc3F)C(C)C)cc2s1	0	-31	-25	0.2	-6	2	-3	1	-2	1
Cc1c(CN2CCC(C(=O)Nc3cccc(-c4cccc(Cl)c4)c3)CC2)cnn1C	2	-7	3	0.4	-2	4	0	3	-2	-8
Cc1nc(C)c(-c2ccn(S(=O)(=O)c3ccc(Cl)cc3)n2)o1	0	-8	1	1.0	6	-1	3	-1	5	4
COC(=O)Cn1ccc(N(C)C)c(C#N)c1=O	3	6	0	-0.6	-9	8	1	-4	7	0
CCOC(=O)c1ccc(NC(=O)CSc2nnc(CNC(=O)c3ccccc3F)o2)cc1	9	4	4	-0.4	-5	-2	0	-2	7	8
CCn1ncc(/C=N\NC(=O)c2ccc3c(c2)c(C)c(C)n3Cc2ccccc2)c1C	-10	-9	-7	-1.8	15	-3	-4	-8	10	-7
CCC(C(=O)NCc1cccs1)n1nc(C)n2c(cc3occc32)c1=O (configuration not stated)	15	-10	-5	-0.1	2	1	-1	2	-11	-1
C/C(CC(=O)Nc1ccc(N(C)C)cc1)=N\NC(=O)c1ccc(Cl)cc1	14	-8	2	-0.4	-2	-3	-1	-2	2	6
CCc1nc2ccc(C(=O)NCCCN3CCCC3=O)cn2c1N(CCC(C)C)CCN(C)C	2	-2	4	-0.4	3	-4	2	-8	1	-2
Cc1nc([N+](=O)[O-])c(NCCO)n1Cc1ccccc1	7	4	2	-0.2	13	8	-1	-5	1	0
Cc1ccc(NS(=O)(=O)c2cc(NC(=O)C(C)Oc3ccccc3)ccc2C)c(C)c1 (configuration not stated)	-3	-2	-2	0.4	3	14	10	4	3	-24

2 compounds drawn at random from those above:
SMILES	Tn6 DDE FP	PLC-beta3 inh	PLCg1 inh	proKLK7 act	ASAP1 GAP inh	Rev-erbA mod	UHRF1 MBD2 ctr	DDE Tn7 FP inh	ARFGAP1 inhibitor	sPLA2-III inh
Cc1ccc(NS(=O)(=O)c2cc(NC(=O)C(C)Oc3ccccc3)ccc2C)c(C)c1 (configuration not stated)	-3	-2	-2	0.4	3	14	10	4	3	-24
CCC(C(=O)NCc1cccs1)n1nc(C)n2c(cc3occc32)c1=O (configuration not stated)	15	-10	-5	-0.1	2	1	-1	2	-11	-1

(further entries)
SMILES	Tn6 DDE FP	PLC-beta3 inh	PLCg1 inh	proKLK7 act	ASAP1 GAP inh	Rev-erbA mod	UHRF1 MBD2 ctr	DDE Tn7 FP inh	ARFGAP1 inhibitor	sPLA2-III inh
COc1ccc(C(=O)N(C)Cc2ccccn2)cc1OC1CCN(C(C)C)CC1	5	-6	0	0.1	0	1	-2	1	8	3
Cc1ncc([N+](=O)[O-])n1CC(=O)Nc1ccc(Br)cc1	1	-1	1	0.3	5	0	-1	2	-5	-6
CCCCOc1ccc(N(CC(=O)NCC2CCCO2)C(=O)CCC(=O)Nc2cc(C)ccn2)cc1 (configuration not stated)	-2	5	0	-1.1	8	3	-2	2	-2	-7
COc1ccc(OC)c(CN2C(=O)CN(S(C)(=O)=O)CC2(C)c2nnnn2C2CCCC2)c1 (configuration not stated)	2	1	-1	0.2	x	2	1	-1	x	-6
O=C(COC(=O)CNS(=O)(=O)c1cccc(Br)c1)NC(=O)Nc1ccc2c(c1)OCCO2	-6	1	2	0.0	-8	0	1	-2	-3	-9
Cc1cccc(N(C(=O)Cc2cccs2)C(C(=O)NC2CCCC2)c2ccsc2)c1 (configuration not stated)	0	-2	-1	-0.4	-6	2	3	4	0	3
O=c1cc(CO)oc(CN2CCC(Cc3ccccc3)CC2)c1O	-6	-7	-10	0.7	1	1	-1	-5	-3	6
CCc1nnc(NC(=O)c2ccc(Cl)nc2)s1	-7	-12	-6	0.8	-9	0	-1	3	-5	1
CCCCC/C=N/NC(=O)c1[nH]c2ccc([N+](=O)[O-])cc2c1C	-6	-3	1	0.3	-1	-5	-4	3	4	-6
COc1cccc(NC(=S)N(CCCN2CCOCC2)Cc2cn(C)c3ccccc23)c1	1	4	-1	1.2	1	2	-3	1	-4	1
COc1ccc(CNC(=O)CN2C(=O)COc3ccc(S(=O)(=O)N4CCCC4)cc32)cc1	-3	-11	4	-0.2	-2	-5	3	-1	10	9
CCOC(=O)c1c(C)c(C(=O)NC2CCCCCC2)c(C)n1C	-2	-2	-1	0.7	11	0	-2	-3	-5	0
COc1ccc2[nH]cc(CCNC(=O)C3CCCO3)c2c1 (configuration not stated)	4	-5	-3	0.6	-26	2	-2	-1	0	-4
O=C(Cc1ccc(F)cc1)N(c1ccc(F)cc1)C1C=CS(=O)(=O)C1 (configuration not stated)	2	-53	1	-0.2	-2	-2	0	-1	-12	1
COc1ccc(NC(=O)N2CCC(NC(=O)c3ccco3)CC2)cc1	-10	0	2	-0.1	-5	-1	1	-11	4	-2
NC(N)=NS(=O)(=O)c1ccc(NC(=S)NC(=O)/C=C/c2cccs2)cc1	51*	-2	13*	-1.1	12	1	5	7	14	7
CCc1nc2ccc(C(=O)Nc3cccc(OCC(=O)N(C)C)c3)cn2c1N(C)C(=O)c1ccncc1	1	2	0	-0.1	-1	-7	0	6	1	-1
O=C(c1cccc(N2CCNC2=O)c1)N1CCCC(Nc2cccc(F)c2)C1 (configuration not stated)	0	-3	1	0.4	-5	3	1	-3	-5	-1
Cc1cc(-c2ccccc2)nn1-c1nc2c(c(=O)[nH]c(=O)n2C)n1C	-7	0	2	0.0	-1	0	0	6	-2	6
Clc1ccccc1Nc1nc(-c2cccnc2)cs1	4	-2	3	0.6	-11	-2	1	-2	0	-1
Cc1cc(NC(=O)c2noc3c2CCCC3)no1	-3	-5	-1	0.6	2	-3	4	6	10	7
CCCn1c(SCc2ccon2)nc2ccccc2c1=O	-3	1	0	0.1	-2	-2	0	4	2	0
CCOc1nc(NCc2ccco2)nc(Nc2ccc(OC)cc2)n1	-1	-4	-4	9.3	1	-3	-1	6	7	-9
COc1ccc(NC(=O)C2CCN(C(=O)c3ccco3)CC2)c(OC)c1	-2	-8	2	0.1	-11	-4	0	3	9	5
COc1ccc(N(CC(=O)NC(C)c2ccccc2)S(=O)(=O)c2c(C)noc2C)cc1 (configuration not stated)	1	-3	0	0.5	-16	-2	-1	-4	-12	-6
Cc1ccc2c(c1)C(c1ccccc1)N(C(=O)CC(C)C)CC(=O)N2 (configuration not stated)	-4	-3	3	1.5	-6	1	1	-12	11	-1
Cc1cc(Br)ccc1NC(=O)CNC(=O)CSc1n[nH]c(N)n1	-4	10	3	-0.1	-1	1	3	1	-6	13
CC(C)OCCCNC(=O)c1c(N)n(/N=C/c2cccs2)c2nc3ccccc3nc12	2	-57	-33	0.3	-1	-19	0	-1	-9	-5
COc1ccc(CC2(CO)CCN(Cc3nc(C(C)C)cs3)CC2)cc1	-3	7	13*	0.3	-7	3	3	-3	5	8
CCOC(=O)c1c(S(=O)(=O)N2CCCC2)c(C)n(C)c1C	-1	-1	-1	0.5	-13	5	1	-1	-14	2
Cn1c(N)nc2ccccc2c1=O	-2	-22	-13	0.4	-6	1	3	6	9	13
CCOC(=O)C1=C[C@@H](C2CCCCC2)N(S(=O)(=O)c2ccc([N+](=O)[O-])cc2)[C@H]1c1ccccc1	5	2	1	0.5	4	2	2	3	6	7
CC(C)(C)NC(=O)C(c1cccc2ccccc12)n1c(=O)c(-c2ccco2)nc2ccccc21 (configuration not stated)	2	-44	-24	0.1	5	-7	-8	-2	-7	-15
CSc1cccc(N2CC(C(=O)N(Cc3nnc(-c4ccccc4Cl)o3)C3CC3)CC2=O)c1 (configuration not stated)	1	-9	2	0.3	-13	3	0	-1	0	-18
NC(=O)C1=C[C@H](c2ccccc2)C[C@H](OCc2ccc(CO)cc2)O1	1	-4	-6	-0.4	-5	2	-4	5	-5	2
CCNS(=O)(=O)c1ccc(NC(=S)NCC2CCCO2)cc1 (configuration not stated)	2	2	6	0.2	-10	1	0	-2	-4	-8
CC(C)COC(=O)C(C)Nc1n[nH]c(=S)[nH]c1=O (configuration not stated)	-1	2	0	0.6	-16	-4	1	-6	6	8
O=C(CSc1nc2ccccc2s1)CSc1nc2ccccc2s1	-14	-18	-9	-1.3	-6	-2	0	7	12	4
CCCNC(=O)C1CC(c2ccccc2[N+](=O)[O-])=NO1 (configuration not stated)	-5	-24	-16	-0.5	0	-5	-1	-3	8	-4
COc1cc(-c2nnc(SCC(=O)c3ccc(C)cc3)o2)cc(OC)c1OC	11	0	-2	-0.2	-1	1	-2	2	-6	-48
CCN(CC)c1nc(-c2ccc(C(=O)NN)cc2)nc(-c2ccc(C(=O)NN)cc2)n1	-6	3	3	-0.4	6	10	1	-6	-12	0
COc1cccc(NC(=O)Cc2nnc(SCC(=O)NC3CCCCC3)n2C)c1	-1	-3	0	0.6	1	-1	1	-6	2	1
O=C(Nc1cccc(Cl)c1)Nc1nnc(-c2ccccc2)o1	-2	0	0	-0.3	-1	0	0	1	-1	7
Cc1ccc(SCCNCc2ccco2)cc1	-3	-3	3	0.3	-9	4	0	5	-3	-1
CCOC(=O)c1c(C=O)c2ccccc2n1CC	0	-11	-4	0.7	0	-1	-2	-7	0	-1
CCCCn1c(O)c2n(c1=O)Cc1ccccc1N=C2c1ccc(OC)cc1	-1	0	0	0.3	1	-2	1	-3	9	-9
